POLH inh: blocks human DNA polymerase eta activity. Potency, µM (highest dose often 114 µM), inactives show at the highest dose activity change, negative = inhibition, hits mostly inhibitors. recombinant Pol eta, fluorescent DNA replication assay. 390,000 compounds, 1.2% hits. AID 588591. Q9Y253; note: % is set by controls: 0 for no effect and ±100 for the full control effect
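Pol eta at 10 nM preincubated with compounds 15 min at room temperature; reaction started with fluorescent substrate (50 nM final) and read kinetically at 0 and 10 min.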
APEX1 inh: APE1 (human) endonuclease inhibition | P27695 | recombinant APE1, TAMRA/BHQ-2 abasic DNA cleavage fluorescence | Potency, µM (top dose mostly 65.8 µM), for inactives: at the highest dose activity change, negative = inhibition, usual class: inhibitors | 350,000 compounds, 0.35% hits;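 note: plate controls were vehicle for no effect and reference inhibitor for full effect; nearly all actives have a fitted effect of over 55% in size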
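Kinetic fluorescence read (525 ex/598 em nm, three reads 60 s apart) of AP-site incision; signal = third minus first read. Enzyme 0.75 nM, dual-labelled THF duplex 50 nM, compound preincubation 15 min RT.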
BAZ2B block: blocks human BAZ2B. Q9UIF8. AlphaScreen BAZ2B-H3K14Ac peptide displacement. Potency, µM (doses to about 114 µM), inactives show at the top dose activity change, negative = inhibition, usual class: inhibitors. 360,000 compounds, 4.4% hits. AID 504333; note: % is set by controls: 0 for no effect and ±100 for the full control effect; nearly all actives have a fitted effect of over 60% in size
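BAZ2B 50 nM plus b-H3(5-23)K14Ac 50 nM, PBS pH 7.4/0.01% Tween-20, 30 min RT; compound added (max 110 uM), 30 min RT; streptavidin donor/Ni-chelate acceptor beads 10 ug/mL final, 20 min dark; AlphaScreen read.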
Pol beta inh: DNA polymerase beta (human) inhibition. P06746. Pol beta primer extension/strand displacement, fluorescence kinetic. Potency, µM (doses to about 114 µM), without a hit: top-dose activity change, negative = inhibition, hits mostly inhibitors. 340,000 compounds, 1.3% hits. AID 485314; note: % is set by controls: 0 for no effect and ±100 for the full control effect
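Curves were derived by four-parameter Hill fits of normalized qHTS data. The kinetic fluorescent primer-extension read was taken at 0 and 10 min after 50 nM substrate, following a 15 min room-temperature preincubation of 10 nM enzyme with compounds.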
POLI inh: DNA polymerase iota (human) inhibition; Pol iota fluorescent replication assay, 10 min; Potency, µM (top dose mostly 115 µM), for inactives: at the top dose activity, negative = inhibition, usual class: inhibitors; 390,000 compounds, 1% hits; AID 588590
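Fluorescent replication assay read twice, at 0 min and 10 min after adding 50 nM (final) substrate. Enzyme (10 nM) and compounds were first incubated 15 min at room temperature; enzyme-free buffer wells were negative controls.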
JMJD2A Tudor: blocks the human JMJD2A Tudor domain; AlphaScreen JMJD2A-Tudor / H3K4me3 peptide binding; Potency, µM (highest dose often 114 µM), without a hit: at the highest dose activity change, negative = inhibition, actives largely listed as inhibitors; 390,000 compounds, 4.4% hits; AID 504339; note: % is set by controls: 0 for no effect and ±100 for the full control effect; nearly all actives have a fitted effect of over 50% in size
Target sequence (O75164 whole entry, looked up, the tested form may be a part): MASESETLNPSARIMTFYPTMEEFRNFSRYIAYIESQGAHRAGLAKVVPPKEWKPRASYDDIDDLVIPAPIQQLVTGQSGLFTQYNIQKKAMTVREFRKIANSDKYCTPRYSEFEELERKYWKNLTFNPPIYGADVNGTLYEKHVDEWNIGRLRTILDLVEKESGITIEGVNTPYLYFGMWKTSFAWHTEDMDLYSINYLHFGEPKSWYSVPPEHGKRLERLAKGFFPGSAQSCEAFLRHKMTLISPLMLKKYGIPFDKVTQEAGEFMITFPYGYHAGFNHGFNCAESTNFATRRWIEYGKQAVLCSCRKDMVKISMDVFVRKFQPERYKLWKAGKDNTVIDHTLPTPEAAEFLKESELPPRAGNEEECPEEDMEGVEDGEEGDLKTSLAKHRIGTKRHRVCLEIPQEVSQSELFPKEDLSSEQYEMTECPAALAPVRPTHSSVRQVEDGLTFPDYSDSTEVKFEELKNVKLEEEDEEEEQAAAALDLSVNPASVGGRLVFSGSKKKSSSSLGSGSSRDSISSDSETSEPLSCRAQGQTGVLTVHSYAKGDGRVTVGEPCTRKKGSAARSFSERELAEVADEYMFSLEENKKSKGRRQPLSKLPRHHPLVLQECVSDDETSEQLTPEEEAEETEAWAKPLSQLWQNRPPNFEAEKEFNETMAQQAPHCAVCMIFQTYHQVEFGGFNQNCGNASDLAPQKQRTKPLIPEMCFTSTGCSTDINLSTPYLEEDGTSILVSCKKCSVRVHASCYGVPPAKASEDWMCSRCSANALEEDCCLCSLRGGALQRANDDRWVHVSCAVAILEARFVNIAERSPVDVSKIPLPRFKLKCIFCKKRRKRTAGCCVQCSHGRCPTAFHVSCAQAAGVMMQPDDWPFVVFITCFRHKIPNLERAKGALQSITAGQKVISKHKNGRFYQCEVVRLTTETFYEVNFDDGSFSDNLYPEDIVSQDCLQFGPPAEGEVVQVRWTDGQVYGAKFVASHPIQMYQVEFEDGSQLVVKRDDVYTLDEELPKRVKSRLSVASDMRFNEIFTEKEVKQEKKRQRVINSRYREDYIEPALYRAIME
BLM helicase inh: blocks DNA unwinding by human BLM helicase | recombinant BLM DNA unwinding, fluorescence dequenching | 350,000 compounds, 0.2% hits | Potency, µM (doses to about 56.1 µM), inactives show at the top dose activity change, negative = inhibition, hits mostly inhibitors | AID 2528;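 note: plate controls were vehicle for no effect and no enzyme for full effect; nearly all actives have a fitted effect of over 35% in size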
G9a inh: G9a (human) methyltransferase inhibition | Q96KQ7 | G9a H3K9 monomethylation, AlphaScreen, 2 h | Potency, µM (highest dose often 102 µM), for inactives: at the highest dose activity, negative = inhibition, actives largely listed as inhibitors | 350,000 compounds, 8.8% hits; note: % is set by controls: 0 for no effect and ±100 for the full control effect; nearly all actives have a fitted effect of over 75% in size
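Methyltransferase reactions run at room temperature for 2 h (20 nM enzyme, 500 nM biotin-H3K9 peptide, 20 uM SAM) after a 15 min compound preincubation; product detected by AlphaScreen beads and anti-H3K9me1 antibody.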
POLK inh: inhibitors of human DNA polymerase kappa | Potency, µM (highest dose often 107 µM), inactives show top-dose activity, negative = inhibition, actives largely listed as inhibitors | Q9UBT6 | purified Pol kappa, fluorescent DNA synthesis assay, 10 min | 400,000 compounds, 0.53% hits; note: % is set by controls: 0 for no effect and ±100 for the full control effect
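Inhibition of 10 nM Pol kappa is measured by a fluorescent read-out at 0 and 10 min following addition of 50 nM substrate (final), with a 15-min room-temperature compound preincubation.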
Active calls of the source: *; ? = inconclusive; / = not tested or not shown; & = joins results of further samples; [ ] = remark or other dose. Calls come from the whole dose curve; as a rule, active = well fitted curve in the direction sought with a large enough effect; inconclusive = small, poorly fitted or top-dose-only effect, or another doubt; inactive = no such curve, though single readings can be large; an effect the other way counts as inactive or inconclusive. Potency is the fitted concentration of half-maximal effect. Only part of the results is shown. The share of hits here may be higher or lower than overall.

SMILES	POLH inh	APEX1 inh	BAZ2B block	Pol beta inh	POLI inh	JMJD2A Tudor	BLM helicase inh	G9a inh	POLK inh
CS(=O)(=O)Cc1ccc(C(=O)NNC(=O)c2cc(-c3ccccc3)n[nH]2)cc1	-17%	-9%	/	/	2%	5%	/	/	-4%
CCOc1cccc2cc(C(=O)NCc3ccc(C)cc3)c(=N)oc12	-13%	15%	-31%	22%	-18%	1%	-4%	89%[activator]	0%
COc1cccc(CC(NC(C)=O)C(=O)NC2CCN(c3c4c(nc5ncnn35)CCC4)CC2)c1 (configuration not stated)	-7%	/	/	/	?	-6%	/	/	-4%
O=C(CCl)Nc1cc2[nH]c(=O)[nH]c2cc1Br	?	0%	-21%	-5%	?	-7%	-21%	50µM*	-16%
S=c1nccc(-c2ccc3c(c2)CCO3)[nH]1	-4%	2%	-12%	-11%	?	-20%	0%	40µM*	5%
COc1ccc(C2=CC3=C(Br)C(=O)C(C)(O)C(=O)C3=CO2)cc1 (configuration not stated)	?	0%&0%	-36%	40µM*	?	?	2%&-11%	?	?
Cc1cccc2nc(-c3cccc(NC(=O)c4ccc(Cl)cc4)c3)cn12	2%	?	2%	1%	?	?	?	-22%	-5%
Cc1ccc(OCC(=O)Nc2ccc3c4c(cccc24)CC3)c(C)c1	-15%	1%	3%	2%	81%[activator]	-13%	-3%	11%[59 µM]	-10%
Cc1ccnc2ccc(P(=O)(c3ccccc3)c3ccccc3)cc12	/	-7%	-16%	19%	/	/	-2%	9%	/
O=C(NCCCN1CCOCC1)c1ccc(CS(=O)(=O)c2c(Cl)cccc2Cl)o1	-17%	-3%	-5%	-12%	1%	-4%	6%	-2%[59 µM]	12%
O=C(NCCCCc1ccccc1)C1CC(c2ccc([N+](=O)[O-])cc2)=NO1 (configuration not stated)	-4%	-4%	-36%	0%	-3%	-31%	-4%	-12%[59 µM]	-5%
C/C(=N\NC(=O)CNc1cccc2ccccc12)c1ccc(Br)s1	-3%	4%	9%	19%	19%	-13%	-7%	-11%[59 µM]	-1%

Single records (already shown). Order of values: POLH inh	APEX1 inh	BAZ2B block	Pol beta inh	POLI inh	JMJD2A Tudor	BLM helicase inh	G9a inh	POLK inh
O=C(CCl)Nc1cc2[nH]c(=O)[nH]c2cc1Br reads ?	0%	-21%	-5%	?	-7%	-21%	50µM*	-16%
O=C(NCCCN1CCOCC1)c1ccc(CS(=O)(=O)c2c(Cl)cccc2Cl)o1 reads -17%	-3%	-5%	-12%	1%	-4%	6%	-2%[59 µM]	12%

(list continues)
SMILES	POLH inh	APEX1 inh	BAZ2B block	Pol beta inh	POLI inh	JMJD2A Tudor	BLM helicase inh	G9a inh	POLK inh
COc1ccc(NC(=O)CSc2nc3c(c(=O)n2C)SCC3)cc1OC	0%	-4%	-7%	36%	18%	-10%	-4%	/	-12%
CCOC(CCn1c(SCC(=O)NC2CCCC2)nc2ccccc2c1=O)OCC	-11%	0%	-15%	0%	-1%	4%	-1%	14%	-14%
CC(CNC(=O)c1ccc2c(c1)nc1n2CCOC1)c1ccccc1 (configuration not stated)	-2%	/	3%	4%	32%[activator]	-15%	2%	-6%[59 µM]	-5%[60.1 µM]
CC(C)N1CCCC(CNC(=O)CCc2nnc(CCCCc3ccccc3)o2)C1 (configuration not stated)	-6%	0%	0%	-2%	21%	-2%	-2%	1%	9%
NCC1CCN(c2nc3ccccc3c3c2CCCC3)CC1	-17%	/	/	/	6%	-20%	/	/	-2%
O=c1[nH]c(=O)n([C@@H]2O[C@H](CO)[C@@H](O)[C@H]2O)cc1F	/	-3%	/	/	-19%	/	1%	/	-10%[19.4 µM]
Cc1c(Br)c([N+](=O)[O-])nn1CC(=O)NCc1ccco1	-20%	2%	-8%	17%	40%[activator]	-24%	3%	11%[59 µM]	-25%
c1ccc(Cc2cc(-c3ccccc3)on2)cc1	-11%	-2%	203%[activator]	-3%	-1%	151%[activator]	-4%	87%[activator][59 µM]	1%
CC12CC3CC(C)(C1)CC(C(=O)NCc1ccncc1)(C3)C2	-6%	-10%	0%	1%	-8%	2%	1%	8%	-1%
Cc1nc2cc(NCc3cc([N+](=O)[O-])ccc3O)ccc2n1Cc1ccccc1	-11%	1%	-16%	3%	13%	-12%	-3%	35%	-3%
COc1ccc(NC(=O)c2ccccc2N(Cc2ccccc2)S(C)(=O)=O)c(OC)c1	-18%	-12%	-34%	16%	16%	-7%	-6%	2%[59 µM]	-1%
Cn1nc(C(=O)OCc2ccc(Br)cc2F)c2ccccc2c1=O	-21%	8%	3%	0%	26%	21%	0%	62%[activator]	-5%

Three compounds out of the list, sorted by length of the SMILES, high to low:
SMILES	POLH inh	APEX1 inh	BAZ2B block	Pol beta inh	POLI inh	JMJD2A Tudor	BLM helicase inh	G9a inh	POLK inh
COc1ccc(NC(=O)CSc2nc3c(c(=O)n2C)SCC3)cc1OC	0%	-4%	-7%	36%	18%	-10%	-4%	/	-12%
CC12CC3CC(C)(C1)CC(C(=O)NCc1ccncc1)(C3)C2	-6%	-10%	0%	1%	-8%	2%	1%	8%	-1%
Cn1nc(C(=O)OCc2ccc(Br)cc2F)c2ccccc2c1=O	-21%	8%	3%	0%	26%	21%	0%	62%[activator]	-5%

Carrying on.
SMILES	POLH inh	APEX1 inh	BAZ2B block	Pol beta inh	POLI inh	JMJD2A Tudor	BLM helicase inh	G9a inh	POLK inh
COc1cc2[nH]c(=S)n(Cc3ccc(C)cc3)c(=O)c2cc1OC	-3%	4%	-10%	20%	20%	-11%	-8%	70%[activator][59 µM]	-3%
Cc1ccc2nc(CSc3nnc(-c4ccco4)n3-c3ccccc3)cc(=O)n2c1	-4%	/	/	/	?	?	/	/	-2%
Cc1ccccc1N(CC(=O)NCCc1ccccc1)C(=O)CCC(=O)Nc1ccccn1	0%	3%	-12%	?	0%	-11%	-1%	-28%	-6%
Cc1ccc(NC(=O)CN2C(=O)NC(Cc3c[nH]c4ccccc34)C2=O)cc1S(=O)(=O)N1CCCCC1 (configuration not stated)	-21%	-5%	?	-3%	-19%	-30%	-9%	5%[59 µM]	-3%
O=C(O)CCC(=O)Nc1ccc(F)cc1	5%	1%	10%	4%	7%	-31%	1%	-6%[59 µM]	-6%
Cn1c(CN2CCOCC2)nc2cc(NC(=O)COc3ccccc3)ccc21	-4%	-2%	-14%	7%	?	56µM*	3%	-2%	2%
CC(=O)n1cc([C@@H]2C=C(C(=O)N3CCOCC3)O[C@H](OCCCCO)C2)c2ccccc21	-21%	2%	-8%	7%	30%	-6%	-5%	?	14%
COc1cc2c(cc1OC)C(c1cccc(Cl)c1Cl)CC(=O)N2 (configuration not stated)	0%	-1%	-1%	1%	38%	-10%	-5%	10%	15%
CC(C)(C)OC(=O)N/N=C/c1cccc([N+](=O)[O-])c1	-9%	-1%	/	7%	?	-1%	-5%	50µM*	-5%
Cc1cc(C)n(-c2nc(N(C)C)nc(N(C)C)n2)n1	7%	-2%	8%	11%	-10%&10%	-5%[57.1 µM]	-10%	9%[59 µM]	-10%&-7%
CCOC(=O)c1c(NC(=O)CSc2nnc3c(n2)[nH]c2ccc(F)cc23)sc(C(C)=O)c1C	-2%	16%	-36%	27%	16%	-7%	2%	8%[59 µM]	-14%
COc1ccccc1CNc1nc(-c2ccco2)nn1S(C)(=O)=O	-22%	/	-19%	19%	1%	-1%	-3%	-10%[59 µM]	-9%

3 of the entries above in order of the POLK inh value, largest number first.
SMILES	POLH inh	APEX1 inh	BAZ2B block	POLI inh	JMJD2A Tudor	BLM helicase inh	G9a inh	POLK inh
COc1cc2c(cc1OC)C(c1cccc(Cl)c1Cl)CC(=O)N2 (configuration not stated)	0%	-1%	-1%	38%	-10%	-5%	10%	15%
Cc1ccc(NC(=O)CN2C(=O)NC(Cc3c[nH]c4ccccc34)C2=O)cc1S(=O)(=O)N1CCCCC1 (configuration not stated)	-21%	-5%	?	-19%	-30%	-9%	5%[59 µM]	-3%
Cc1ccccc1N(CC(=O)NCCc1ccccc1)C(=O)CCC(=O)Nc1ccccn1	0%	3%	-12%	0%	-11%	-1%	-28%	-6%

(list continues)
SMILES	POLH inh	APEX1 inh	BAZ2B block	Pol beta inh	POLI inh	JMJD2A Tudor	BLM helicase inh	G9a inh	POLK inh
CCCCCCCCCCC[N+](C)(C)CC/C=C1/c2ccccc2Sc2ccc(Cl)cc21	-13%	-16%	-23%	?	-15%	?	-7%	35µM*	-1%
CC(=O)c1c(C)[nH]c2ccccc2c1=O	-13%	-2%	3%	31%	21%	-2%	0%	27%	4%
CSc1ccccc1NC(=O)COc1ccc(Cl)cc1C	-6%	-1%	87%[activator]	23%	19%	90%[activator]	0%	121%[activator][59 µM]	-9%
O=C(NCc1ccc(Cl)c(Cl)c1)c1cccnc1	-9%	?	1%	-24%	1%	-4%	-1%	-2%[12.7 µM]	11%
COc1ccc(NS(=O)(=O)c2ccc(S(=O)(=O)N3CCCC3)cc2)cc1	-2%	-3%	-3%	-9%	7%	-4%	-2%	-4%[59 µM]	-18%
COc1ccc(C(=O)NCC(C)(C)N2CCOCC2)cc1S(=O)(=O)NCc1ccc(Cl)cc1	-5%	/	/	/	7%	-6%	/	/	-10%
CCNC(=O)CSC1=N/C(=C\c2ccc(O)c(OCC)c2)C(=O)N1c1ccc(OC(F)F)cc1	-24%	22%	-17%	?	4%	-7%	-4%	2%	-10%
COc1cc(C(C)=O)ccc1OCC(=O)N1CCc2ccccc2C1	-9%	16%	-1%	1%	5%	-5%	0%	2%	3%
CCc1ccccc1S(=O)(=O)Cc1ccc(C(=O)NCC2CCCO2)o1 (configuration not stated)	-8%	-6%	-34%	6%	5%	-6%	1%	-29%[59 µM]	3%
COCCOC(=O)c1c(C)n(C)c2ccc(OC(=O)N3CCOCC3)cc12	-9%	5%	/	10%	11%	-5%	-4%	-14%[59 µM]	1%
Cc1ccc(C(O)CN2C3=NCCCN3c3ccccc32)cc1 (configuration not stated)	-4%	11%	11%	46%	7%	-5%	-8%	16%[59 µM]	0%
Cc1ccc(-n2ncc3c2ncn2c(-c4ccncc4)nnc32)cc1	/	-1%	-7%	28%	/	/	3%	?	/

Assay outcomes deposited in PubChem BioAssay by National Center for Advancing Translational Sciences (NCATS).
